# Compound activity from PubChem.
# H9c2 TAG inh: triacylglycerol accumulation inhibition | H9c2 cells, Nile Red lipid (TAG) fluorescence; cells loaded with 200 µM oleic acid | inhibition, % at 12.5 µM | actives 0.66% (n = 230,000) | AID 651582;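 active = pattern-corrected inhibition of lipid staining of at least 50% with the nuclear-stain viability signal not falling by more than 50%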;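 note: 0% = DMSO wells and 100% = triacsin C control wells; some results filed as inactive read as strong as hits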
# H9c2 TAG inh DAPI viability: recorded beside H9c2 TAG inh, whose call it bears; DAPI nuclei signal change (viability), lower = more cytotoxic, %;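 whole-well DAPI fluorescence read on a plate reader as a viability signal; minus 50 percent equals half of cells still viable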
# * = called active by the depositor.
# The opening 2 entries (preview)
# Values run as follows: H9c2 TAG inh DAPI viability	H9c2 TAG inh
CCn1c(CNS(=O)(=O)c2ccc(Br)cc2)nnc1SC
 : 9	-12
COc1cc(/C=C(\C#N)c2nc3ccccc3[nH]2)c([N+](=O)[O-])cc1OCc1ccccc1
 : 8	-1

# The list itself, repeating the preview:
# Values run as follows: H9c2 TAG inh DAPI viability	H9c2 TAG inh
CCn1c(CNS(=O)(=O)c2ccc(Br)cc2)nnc1SC
 : 9	-12
COc1cc(/C=C(\C#N)c2nc3ccccc3[nH]2)c([N+](=O)[O-])cc1OCc1ccccc1
 : 8	-1
CCC(=O)Nc1nc(C)c(-c2csc(Nc3cccc(C(=O)O)c3)n2)s1
 : 1	6
O=C(NCCc1ccccc1)C1(c2ccccc2)CCCC1
 : 3	-5
Cc1ccc(C([O-])=C(C(=S)NCc2ccccc2)[n+]2cccc(CO)c2)cc1[N+](=O)[O-]
 : -4	-2
COc1cccc(CNC(=O)CCS(=O)(=O)c2cccc3nonc23)c1
 : 3	2
Cc1cc(C)n(CC(=O)NNC(=O)c2cccc(C(F)(F)F)c2)n1
 : 0	0
NC(=O)C(=O)N/N=C/c1c(F)c(F)c(F)c(F)c1F
 : -1	5
COc1ccccc1N1CCN(C(=O)C2CCCCN2S(=O)(=O)c2ccc(C)cc2)CC1 (configuration not stated)
 : -2	3
COc1ccc(NS(=O)(=O)c2cccc(C(=O)NCC(c3ccccc3OC)N3CCCC3)c2)cc1 (configuration not stated)
 : 6	4
Cc1ccc2nc(SCC(=O)c3c(N)n(C)c(=O)n(C)c3=O)[nH]c2c1
 : 7	9
Fc1ccc(-c2n[nH]c(=S)n2CC2CCCO2)cc1 (configuration not stated)
 : -3	-10
CC1CCc2sc(C(=O)NNC(=S)NCC3CCCO3)cc2C1 (configuration not stated)
 : 7	8
O=C(c1ccccc1)c1ccc2nc(-c3ccc(NC(=O)c4ccccc4F)cc3)[nH]c2c1
 : -18*	58*
COc1ccc(CNC(=O)CCNS(=O)(=O)c2ccc(NC(C)=O)cc2)cc1OC
 : 15	-8
COc1ccc(S(=O)(=O)NC2CC2)cc1Cl
 : -4	-1
CC(=O)NC(C)(c1ccccc1)c1nc(-c2cccc3cccnc23)cs1 (configuration not stated)
 : 1	4
O=[N+]([O-])c1ccc(C[n+]2ccc(Cc3ccccc3)cc2)cc1
 : 14	-10
CC(C)C(=O)Nc1ccc(C(=O)NNC(=S)NC(=O)c2ccccc2[N+](=O)[O-])cc1
 : 3	4
COc1ccc(-c2n[nH]c(=S)n2-c2cc(OC)ccc2OC)cc1
 : -3	6
CCc1sc(C(=O)Nc2ccc(N3CCOCC3)cc2)cc1C
 : 9	11
COc1ccc(N(C(=O)c2ccncc2)S(=O)(=O)c2ccc3c4c(cccc24)C(=O)N3C)cc1
 : 4	-6
Cc1cccc(NS(=O)(=O)c2nnc(NC(=O)c3ccc(C)c(C)c3)s2)c1
 : 7	-2
COC(=O)c1ccc(/C=C/c2c(-c3ccc(OC)cc3)sc3ccccc23)cc1
 : 63	4
CCOc1ccc(-c2csc(NC(=O)c3ccco3)n2)cc1
 : -4	-8
O=C(NC1CCCc2c1cnn2-c1ccc(F)cc1F)c1csnn1 (configuration not stated)
 : -3	-16
CN(C(=O)c1ccc(NC(=O)C2CCN(C(=O)OC(C)(C)C)CC2)cc1)C1CCC1
 : 3	-11
N#Cc1cccc(C(=O)OCC(=O)c2ccc3c(c2)NC(=O)CO3)c1
 : 0	-5
O=C(c1ccco1)N1CCN(C(=S)Nc2ccc(Br)cc2Cl)CC1
 : 5	0
O=C1CC(N2CCOCC2)C(=O)N1c1ccc2c(c1)OCO2 (configuration not stated)
 : -5	-7
CCCCN1C[C@H](C)[C@@H](CC(=O)NC)C1=O
 : 9	6
CC(C)C(=O)Nc1ccc2oc(=O)ccc2c1
 : -20	25
c1csc(-c2cn3ccc4ccccc4c3n2)c1
 : 11	3
O=C(O)Cc1nc(-c2cccnc2)sc1-c1ccc(Br)cc1
 : -1	-15
O=C(COC(=O)Cc1c[nH]c2ccccc12)Nc1cccc2ccccc12
 : 6	-2
CC(Nc1ccc(Br)cc1)C(=O)NC(=O)NC1CCCCC1 (configuration not stated)
 : 0	1
CCc1nc2ccc(C(=O)Nc3cccc(OC)c3)cn2c1N(CC)CCN(C)C
 : -10	18
COc1cccc(CC(=O)Nc2cc(S(=O)(=O)N3CCOCC3)ccc2N2CCN(C)CC2)c1
 : -2	-3
Cc1cccc(NC(=O)COc2coc(CN3CCN(c4ccccc4)CC3)cc2=O)c1
 : -9	-9
CC(C(=O)NCC(=O)Nc1ccc(F)c(F)c1F)N1CCN(c2ccc(O)cc2)CC1 (configuration not stated)
 : -2	0
COc1cc(C(=O)N2CCCCC2)ccc1OCC(=O)Nc1ccc(F)cc1
 : -2	-3
COc1ccccc1CN(C)C[C@@H]1OCc2cnnn2CCCC(=O)N([C@@H](C)CO)C[C@H]1C
 : 0	-8
c1ccc(CCNc2ncnc3sccc23)nc1
 : -10	-13
COc1ccc(C2=NCC(CSc3nccc(=O)[nH]3)S2)cc1 (configuration not stated)
 : 13	-19
COc1cc(C2NC(=O)NC(C)=C2C(=O)Nc2cccc(C)c2C)cc(OC)c1OC (configuration not stated)
 : -1	-18
Cc1ccc(NC(=O)c2cc(S(=O)(=O)N3CCCCC3)ccc2N2CCOCC2)cc1
 : 5	12
O=C1C2C3C=CC(C3)C2C(=O)N1CCCCCCN1C(=O)C2C3C=CC(C3)C2C1=O (configuration not stated)
 : 2	-10
CC(=O)N/C(=C\c1ccccc1)C(=O)OCC(=O)Nc1cc(S(=O)(=O)N(C)C)ccc1C
 : 0	-14
Cc1ccc(NC(=O)CCNC(=O)c2ccc([N+](=O)[O-])cc2)cc1S(=O)(=O)N(C)C
 : 7	-3
O=C(N/N=C/c1ccc2c(c1)OCO2)C(=O)Nc1ccccc1Cl
 : -17	15
CC(C)CC(=O)Nc1ccccc1N1CCN(c2ccc(F)cc2)CC1
 : 0	0
CC(C)NC(=O)NNc1c(Cl)cncc1Cl
 : -8	6
COc1ccccc1C(=O)Nc1nnc(-c2ccc(F)cc2)o1
 : 1	15
CCOc1ccc(C2=Nn3c(nnc3-c3ccco3)SC2)cc1
 : 11	4
O=C(COc1ccc(Cl)cc1Br)OCC(=O)c1ccc[nH]1
 : 9	-3
O=C1c2ccccc2/C(=C\C#Cc2ccccn2)N1c1ccccc1
 : -6	10
CCOC(=O)c1ccccc1NC(=O)Cn1cnc2c(nnn2-c2ccc(C)cc2)c1=O
 : -5	-1
CC(C)OC(=O)CSc1nnc(Cc2ccccc2)n1CC1CCCO1 (configuration not stated)
 : 7	-5
OCCC1CN(Cc2cnc(N3CCOCC3)s2)CCN1C1CCCC1 (configuration not stated)
 : 1	3
O=c1c2[nH]c3ccccc3c2ncn1CCN1CCCCC1
 : 16	3

# 4 structures from above, arranged by SMILES length, rising.
# Values run as follows: H9c2 TAG inh DAPI viability	H9c2 TAG inh
CC(C)NC(=O)NNc1c(Cl)cncc1Cl
 : -8	6
CCOc1ccc(C2=Nn3c(nnc3-c3ccco3)SC2)cc1
 : 11	4
O=C1c2ccccc2/C(=C\C#Cc2ccccn2)N1c1ccccc1
 : -6	10
COc1cc(C2NC(=O)NC(C)=C2C(=O)Nc2cccc(C)c2C)cc(OC)c1OC (configuration not stated)
 : -1	-18

# (further entries)
# Values run as follows: H9c2 TAG inh DAPI viability	H9c2 TAG inh
Cc1nc2ccc(NC(=S)N3CCOCC3)cc2nc1C
 : 11	8
COc1ccc(/C=C(/NC(=O)c2cccs2)C(=O)N2CCOCC2)cc1OC
 : 12	-2
CCc1nc2c(OCC(=O)c3ccc(Cl)cc3Cl)cccn2c1N(C=O)Cc1ccccc1
 : -10	13
O=C(OCCOCCN=C1NS(=O)(=O)c2ccccc21)c1ccncc1
 : -8	7
O=C(NCc1ccccn1)Nc1ccc(Cl)c(Cl)c1
 : 0	-4
O=C(Nc1ccc(Cl)cc1)c1nc[nH]c1C(=O)N1CCc2ccccc2C1
 : -1	-6
C=CCc1cc(C)cc(C)c1OCCn1cncn1
 : 15	-28
COc1ccccc1C(=O)N(Cc1cccs1)C1CCS(=O)(=O)C1 (configuration not stated)
 : -10	-12
COCCN(Cc1ccc(OC)cc1)c1c(C)nc2ccc(C(=O)Nc3ccc(NC(C)=O)cc3)cn12
 : 11	6
COc1ccc(NC(=S)N2CCC(N(C)CC3CCCO3)CC2)cc1Cl (configuration not stated)
 : 5	-3
CCS(=O)(=O)Nc1ccc(-c2nnc(SCC(=O)c3cccc(OC)c3)o2)cc1
 : 6	-21
Cc1ccc(NC(=O)COC(=O)c2ccc([N+](=O)[O-])o2)cc1S(=O)(=O)N1CCCCCC1
 : 3	-4
CCOc1ccc(NC(=O)CN(C)C(=O)Cn2cnc3c2c(=O)n(C)c(=O)n3C)cc1OCC
 : -9	-6
CCOC(=O)COc1nc(-c2ccc(Cl)cc2)cc(-c2ccco2)c1C#N
 : 17	-6
O=C(CSc1nnc(-c2cccs2)n1C1CC1)NCC1CCCO1 (configuration not stated)
 : 6	-6
CCc1noc(C)c1C(=O)Nc1ccc(Cl)c(S(=O)(=O)N2CCCCC2)c1
 : -2	0
COc1ccc(CCN2C(=O)c3ccccc3C2(O)c2ncc[nH]2)cc1OC (configuration not stated)
 : -4	-10
O=C(NCC(c1ccco1)N1CCCC1)c1cccc(NS(=O)(=O)c2ccc(Br)cc2)c1 (configuration not stated)
 : 10	21
CCOC(=O)C1(C)CCN1C(=O)c1cc2ccccc2s1 (configuration not stated)
 : 26	-17
CCn1nnnc1SCC(=O)NCc1ccc2c(c1)OCO2
 : 4	-37
COc1ccc(CNC(=O)COC(=O)c2ccccc2C(=O)c2ccccc2)cc1
 : -15	10
O=C(Nc1ccc(C(=O)N2CCCCC2)cc1)c1ccccc1Br
 : 4	-7
CC(=O)Nc1ccc2c(c1)OCCO2
 : 2	-3
COc1cc2c(cc1OC)CN(C(=O)c1ccc(OC)c(S(=O)(=O)N3CCCC3)c1)CC2
 : 0	0
CC(C)OC(=O)CSc1nnc(-c2cnccn2)n1Cc1ccco1
 : 11	3
COc1ccc(CCN2CC(C(=O)Nc3cccc(C(C)=O)c3)CC2=O)cc1OC (configuration not stated)
 : -6	8
CSc1ncnc2c1ncn2CCCNCc1ccco1
 : 13	-6
COc1ccc(/C=N/NC(=O)CSCC(=O)Nc2ccccc2)cc1
 : 4	1
COc1nc(-c2ccc(Cl)cc2)ccc1-c1noc(-c2cccs2)n1
 : 15	-6
CC(C)NS(=O)(=O)c1ccc(OCC(=O)NCc2ccco2)cc1
 : -1	-7
CC(C)(C)OC(=O)N1CCC(NC(=O)c2[nH]cnc2C(=O)Nc2ccccc2)CC1
 : -19	22
O=C(NCc1ccc(F)cc1)c1cnc(-c2ccccn2)nc1C(F)(F)F
 : -1	30
COc1cccc(C(=O)N2CCC2(C)C(=O)NC(C)C)c1 (configuration not stated)
 : -5	0
O=C(NNc1cc(Cl)cc(Cl)c1)c1c(F)cccc1Cl
 : 4	-5
CCSC1OC(C(COC(C)=O)OC(C)=O)C(OC(C)=O)C1NC(C)=S (configuration not stated)
 : 6	4
COc1cccc(NC(=O)c2cc(-c3ccc(OC)cc3OC)nc3ccccc23)c1
 : 2	-8
CCCC[N+](C)(C)CCC(=O)NC(C)(C)CS(=O)(=O)[O-]
 : 8	-1
Cc1cc(Cl)ccc1NC(=O)CSc1nnc(Cc2cccs2)n1Cc1ccco1
 : -6	6
CCN(CC)C1=NS(=O)(=O)c2cc([N+](=O)[O-])ccc21
 : -14	21
CCOC(=O)c1ccc2nc(C)c(CCC(C)=O)c(Cl)c2c1
 : 5	-17

# Single entries from the list:
# Under H9c2 TAG inh, COc1cccc(C(=O)N2CCC2(C)C(=O)NC(C)C)c1 (configuration not stated) is listed with 0
# Under H9c2 TAG inh, Cc1cc(Cl)ccc1NC(=O)CSc1nnc(Cc2cccs2)n1Cc1ccco1 is listed with 6
# Under H9c2 TAG inh, CCCC[N+](C)(C)CCC(=O)NC(C)(C)CS(=O)(=O)[O-] is listed with -1
# Under H9c2 TAG inh DAPI viability, CC(C)NS(=O)(=O)c1ccc(OCC(=O)NCc2ccco2)cc1 is listed with -1
# Under H9c2 TAG inh, COc1nc(-c2ccc(Cl)cc2)ccc1-c1noc(-c2cccs2)n1 is listed with -6
# Under H9c2 TAG inh, CCN(CC)C1=NS(=O)(=O)c2cc([N+](=O)[O-])ccc21 is listed with 21

# Further results follow.
# Values run as follows: H9c2 TAG inh DAPI viability	H9c2 TAG inh
Cc1cc(=O)oc2c(C)cc(C(C)(C)C)cc12
 : 2	-1
O=C(CCNS(=O)(=O)c1ccccc1)NNC(=O)c1csc(N2CCOCC2)n1
 : 0	-13
CC(C)CC(NC(=O)OC(C)(C)C)c1cn([C@@H](CCCCNC(=O)OC(C)(C)C)C(=O)N2CCN(C(=O)OC(C)(C)C)CC2)nn1 (some centres not stated)
 : -11	32
CCCn1c(SCC(=O)Nc2ccc3c(c2)OCCO3)n[nH]c1=O
 : 0	6
O=c1c2ccccc2cnn1Cc1n[nH]c(=S)n1C1CC2CCC1C2 (configuration not stated)
 : 9	-22
N=c1c2c(ncn1Cc1ccco1)Oc1cc(O)ccc1C2c1ccccc1 (configuration not stated)
 : -1	-8
COc1ccc(/C(N)=N/OC(=O)C2CCCCC2)cc1
 : 0	-16
CC(CN1CCN(Cc2ccccc2)CC1)OC(=O)c1ccco1 (configuration not stated)
 : -1	7
Cc1ccc(-c2nc3ccccc3[nH]c2=O)cc1
 : 8	7
N#Cc1c(NCCO)ccc([N+](=O)[O-])c1NCCO
 : 6	-9
Cc1ccc(C)c(S(=O)(=O)N2CCN(C(=O)c3n[nH]c(=O)c4ccccc34)CC2)c1
 : 4	-22
O=C(c1cc([N+](=O)[O-])ccc1N1CCOCC1)N1CCN(c2ccc([N+](=O)[O-])cc2)CC1
 : -20	-18
Nc1ccc(-n2c(N)c(C(=O)NCc3ccc4c(c3)OCO4)c3nc4ccccc4nc32)cc1
 : 22	41
Brc1nc(-c2ccccc2)nc(-c2ccccc2)c1Br
 : -7	27
O=C(Nc1ccccn1)c1ccc(C(=O)c2ccccc2)cc1
 : 1	-1
COc1ccc(-n2c(Cc3cccn3C)nnc2SCC(=O)Nc2ccccc2C)cc1
 : -6	9

# A portion of the library; rates above refer to the full screens.
